Source: PubChem (several laboratories)
STK33 inh: inhibitors of human STK33 kinase; purified STK33, MBP phosphorylation, ADP-Glo luminescence; AID 2661; 320,000 tested, 0.073% active; inhibition, % at 10 µM; Q9BYT3;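 active = inhibition at or above 25%, using the most active replicate where run in duplicate; inactive = inhibition below 25%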
Target sequence (Q9BYT3 whole entry, looked up): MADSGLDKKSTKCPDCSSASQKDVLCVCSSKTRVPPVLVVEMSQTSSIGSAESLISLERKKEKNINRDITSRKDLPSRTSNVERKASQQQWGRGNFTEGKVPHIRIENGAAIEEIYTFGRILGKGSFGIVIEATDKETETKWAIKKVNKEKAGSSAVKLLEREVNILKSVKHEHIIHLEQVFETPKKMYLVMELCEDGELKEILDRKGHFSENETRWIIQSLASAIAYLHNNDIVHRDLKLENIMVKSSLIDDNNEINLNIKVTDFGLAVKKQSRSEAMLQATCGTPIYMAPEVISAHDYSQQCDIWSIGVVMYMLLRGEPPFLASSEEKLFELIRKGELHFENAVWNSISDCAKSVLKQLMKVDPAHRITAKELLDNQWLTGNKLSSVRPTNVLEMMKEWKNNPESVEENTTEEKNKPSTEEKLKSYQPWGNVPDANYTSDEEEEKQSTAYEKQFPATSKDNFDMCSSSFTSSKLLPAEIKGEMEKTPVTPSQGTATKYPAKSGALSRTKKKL
OX1R FRET antag: blocks the human orexin 1 receptor. inhibition, % at 6.6 µM. O43613. AID 485270. OX1R-expressing cells, FRET antagonist read-out. 330,000 tested, 1.8% active; in the data active = inhibition mostly above about 38%, no sharp cut-off; inactive = mostly below about 40%;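 also: 0% = agonist challenge alone and 100% = reference antagonist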
Target sequence (O43613 whole entry, looked up): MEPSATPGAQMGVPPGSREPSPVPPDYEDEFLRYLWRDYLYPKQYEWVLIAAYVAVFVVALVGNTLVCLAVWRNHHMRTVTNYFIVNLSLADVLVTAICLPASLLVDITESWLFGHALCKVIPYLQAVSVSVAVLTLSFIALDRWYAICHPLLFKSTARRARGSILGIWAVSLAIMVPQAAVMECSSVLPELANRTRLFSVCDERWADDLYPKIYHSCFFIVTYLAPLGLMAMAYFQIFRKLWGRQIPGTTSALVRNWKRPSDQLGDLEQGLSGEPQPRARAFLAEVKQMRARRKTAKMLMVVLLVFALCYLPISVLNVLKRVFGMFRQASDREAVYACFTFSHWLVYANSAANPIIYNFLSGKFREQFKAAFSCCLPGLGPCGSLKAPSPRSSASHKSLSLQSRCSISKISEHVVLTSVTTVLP
KCNQ2 inh: KCNQ2 channel blockers in CHO-K1 cells – cell-based, FluxOR thallium flux, B-score, primary screen (AID 2156); O88943; 20 min; active compounds read low; B-score at 10 µM; 310,000 tested, 1.1% active;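 active = fluorescence ratio B-score at most minus 3 library SDs, with starting brightness B-score within 2 library SDs, cut at about -5.5 in these data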
The depositor's hits bear a star; i = inactive; . = no result given. Rows were taken by chance (roughly 2.7% active in at least one column).

SMILES	STK33 inh	OX1R FRET antag	KCNQ2 inh
Cc1cc(=O)[nH]c(SCC(=O)c2ccc(F)c(C)c2)n1	-1.4	2.3	i
CC(C)CN(C(=O)CSc1nc2ccccc2c(=O)[nH]1)c1c(N)n(CC(C)C)c(=O)[nH]c1=O	0.0	11.9	.
CC(c1ccccc1)n1c(-c2ccc(C(C)(C)C)cc2)n[nH]c1=S (stereo not given)	0.6	12.1	i
ClCC1NCC(c2ccccc2Cl)c2c1[nH]c1ccccc21 (stereo not given)	-0.7	17.8	i
COc1ccc2[nH]c(C)c(CCNc3ccc(C(F)(F)F)cc3[N+](=O)[O-])c2c1	-1.1	6.8	i
O=C(NCc1ccco1)C1CCC(N2C(=O)c3ccccc3C2=O)CC1 (stereo not given)	-1.2	19.0	i
O=C(CSc1nnnn1-c1cccc(F)c1)Nc1nc2ccccc2s1	-1.1	17.6	i
O=C(Nc1ccc(F)cc1)N1CCC(c2nc3c(nnn3Cc3cccc(Cl)c3)c(=O)[nH]2)CC1	0.9	25.9	.
COc1ccc(N2CCN(c3oc(-c4ccccc4OC)nc3C#N)CC2)cc1	-2.5	8.0	i
CC(=O)Nc1ccc(S(=O)(=O)Nc2nc3ccccc3nc2-n2ccc(=NC(=O)c3ccccc3)cc2)cc1	-0.8	16.2	i
CC(=O)NS(=O)(=O)c1ccc(NS(=O)(=O)c2ccc(F)cc2)cc1	0.2	7.1	i
Cc1cc(C)c2c(N)c3cccc(C)c3nc2n1	0.8	19.8	i
Cc1nc2c(C(=O)NCCc3ccccc3)c[nH]n2c(=O)c1Cl	-1.3	8.5	i
COc1cccc(NC(=O)CSc2nnc(NC(=O)c3ccco3)s2)c1	-1.3	18.9	i
Cc1nn(-c2ccccc2Cl)c(Cl)c1/C=N/Nc1cccc(C(=O)O)c1	-0.7	7.8	i
O=S(=O)(NCc1csc(-c2ccccc2)n1)c1ccc(Cl)s1	-0.1	26.8	i
N/C(=N/O)C(c1ccccc1)c1ccccc1	-2.0	17.5	i
Cc1cccc2nc3c(nc12)CCCC3	1.2	0.1	i
COc1ccc(NC(=O)C(c2ccc(OC)cc2)N(C)C(=O)CNC(C)=O)cc1 (stereo not given)	-0.4	4.3	i
Cc1ccc(CNC(=O)CN(C(=O)C2(C)CC(=O)N=C3C=CC=CN32)c2ccccc2)cc1 (stereo not given)	-0.1	18.6	i
CCCN(CC(=O)Nc1ccccc1C)C(=O)c1ccc2[nH]c3c(c2c1)CC(C)CC3 (stereo not given)	-1.0	1.4	.
Cc1nn(-c2ccc([N+](=O)[O-])cc2)c(N)c1-c1ccccc1	-1.6	62.8*	i
O=C(NCc1ccccc1Cl)c1ccc(CS(=O)(=O)c2ccccc2)o1	-0.6	5.0	i
CCOC(=O)N1CCN(C(=O)CN(c2ccc(C)cc2)S(=O)(=O)c2c(C)noc2C)CC1	-1.7	31.4	i
Cc1nnc(Sc2nc3c(c(=O)[nH]c(=O)n3C)n2CCc2ccccc2)s1	-1.1	5.0	i
COc1cc(/C=C(\C#N)c2ccccn2)ccc1OCC(=O)Nc1c(Cl)cccc1Cl	0.0	2.7	.
COc1ccc(CC(=O)Nc2ccc(NC(=O)c3ccc(Br)cc3)cc2)cc1OC	2.5	3.0	i
COCc1cnc(C)nc1N	-2.9	11.7	i
COc1ccc(NC(=O)CN2c3cccc4cccc(c34)S2(=O)=O)cc1	-1.0	25.4	i
O=C(COC(=O)c1ccccc1OCc1ccc(Cl)cc1)NCC1CCCO1 (stereo not given)	-1.4	11.6	.
COc1ccc(NC(=O)CSc2nc3nc(C)cc(C)n3n2)cc1	-2.5	24.8	i
O=C(NN/C(=N/S(=O)(=O)c1ccc(Cl)cc1)c1ccccc1)c1cccc(Cl)c1	-0.8	11.4	i
CCC(Cc1ccccc1)NC(=O)C1CC1 (stereo not given)	-1.3	.	i
O=C(CSc1ccc2nnc(CCNC(=O)c3ccccc3)n2n1)NCc1ccc(F)cc1	-0.7	10.2	i
CCOc1ccc(CN(C)CC(=O)NCc2ccc(F)cc2)cc1	-0.4	11.2	i
COc1cc(C(=O)NCCCN(C)C)ccc1OCC(=O)Nc1cccc(C(F)(F)F)c1	0.0	10.2	i
CCN(/C(N)=N/c1nc(C)cc(C)n1)c1ccccc1	-1.5	19.2	i
CC(C)(C)c1ccc(C(=O)NCCNC(=O)c2ccco2)cc1	-1.1	12.4	i
CCC(N=c1cc(-c2ccc(OC)cc2)oc2ccc(C)cc12)C(=O)O (stereo not given)	0.2	47.8	i
c1ccc(OCc2noc(CN3CC[C@@H]4CCCC[C@H]4C3)n2)cc1	-0.5	14.5	i
CCOc1ccccc1CN1CCNC(=O)C1CC(=O)NC1CCCCCC1 (stereo not given)	-1.3	13.3	i
CC(Nc1nc(-c2ccccc2)nc2ccccc12)c1ccccc1 (stereo not given)	8.6	14.2	i
O=C(C[C@H]1C/C=C\CC[C@@H](Cc2ccc(F)cc2)C(=O)OCCNC1=O)NCCO	-0.7	4.0	.
COc1ccccc1NS(=O)(=O)c1cccc(C(=O)NCC2(N(C)C)CCCCC2)c1	0.2	22.2	i
CC(C)c1ccccc1NC(=O)COC(=O)c1cc(=O)[nH]c(=O)[nH]1	-2.3	8.0	i
Cc1ccc2oc(=O)c3cnn(CC(=O)N(CCN(C)C)Cc4ccco4)c3c2c1	-0.6	0.5	i
O=C(CCc1ccccc1)Nc1cc2c(cc1C(=O)O)OCCCO2	1.5	11.0	.
CC(=O)NCCn1c(SCc2ccccc2F)nc2ccccc2c1=O	0.1	32.3	i
Cc1ccc(-n2nnnc2-c2cnn(-c3ccc(F)cc3)c2C(F)(F)F)cc1	0.2	32.7	i
Cc1ccc(OC(=S)Nc2ccc(O)cc2)cc1	-2.4	16.1	.
O=C1c2ccccc2C(=O)N1CSc1nnnn1-c1ccccc1	-1.3	10.1	i
Cn1cccc1Cc1nnc(SCC(=O)Nc2ccc3c(c2)OCCO3)n1CCc1ccccc1	-0.9	15.5	i
Cc1nc2ccc(NC(=O)COc3ccccc3[N+](=O)[O-])cc2s1	-2.2	37.8	i
CC12CCCCC1c1ccccc1C(=NCC(=O)O)N2 (stereo not given)	-0.5	6.8	i
Cc1ccc(C(=O)OCn2nnc3ccccc3c2=O)cc1[N+](=O)[O-]	0.0	11.2	i
CCOc1cc(CNCc2ccncc2)cc(Cl)c1OC	-0.8	14.9	i
Cc1[nH]c(=O)[nH]c(=O)c1NC(=O)c1sc2nc3c(C)cccc3cc2c1N	.	15.5	i
NC(=O)CCCCC(=O)OCCCc1cccs1	-0.3	9.7	i
O=C(c1ccc(Cl)c(S(=O)(=O)N2CCCCCC2)c1)N1CCCCC1	3.5	16.0	i
N#CCSc1ncccc1-c1nc2ccccc2[nH]1	1.2	12.2	i

Entries of single compounds, quoted from the list. Screens in order: STK33 inh	OX1R FRET antag	KCNQ2 inh
`Cc1ccc(OC(=S)Nc2ccc(O)cc2)cc1` in the list: -2.4	16.1	.
`O=C(CCc1ccccc1)Nc1cc2c(cc1C(=O)O)OCCCO2` in the list: 1.5	11.0	.
`CCOc1ccccc1CN1CCNC(=O)C1CC(=O)NC1CCCCCC1` (stereo not given) in the list: -1.3	13.3	i
`CC(=O)NCCn1c(SCc2ccccc2F)nc2ccccc2c1=O` in the list: 0.1	32.3	i
`Cc1[nH]c(=O)[nH]c(=O)c1NC(=O)c1sc2nc3c(C)cccc3cc2c1N` in the list: .	15.5	i

Fetched by compound from the list above, two records:
SMILES	STK33 inh	OX1R FRET antag	KCNQ2 inh
O=C(c1ccc(Cl)c(S(=O)(=O)N2CCCCCC2)c1)N1CCCCC1	3.5	16.0	i
N#CCSc1ncccc1-c1nc2ccccc2[nH]1	1.2	12.2	i

Going on with the list.
SMILES	STK33 inh	OX1R FRET antag	KCNQ2 inh
COC(=O)CCC(=O)N(CCN(C(=O)CCC(=O)OC)c1ccccc1)c1ccccc1	-1.5	37.4	i
CC(C)Sc1nc(N)nc(-c2cccs2)c1C#N	-0.1	32.0	i
CCN(CC(=O)NC(=O)Nc1ccccc1F)Cc1ccccc1	-2.7	31.4	i
Brc1cccc(OCCCN2CCCCCC2)c1	-0.7	19.1	i
CCNC(=O)NC(=O)COC(=O)CCCc1nc2ccccc2s1	0.2	0.5	i
COC(=O)Cn1c(CN2CCC(Cc3ccccc3)CC2)nc2c1c(=O)n(C)c(=O)n2C	-2.0	-7.0	i
COc1ccc(C2c3[nH]c4ccccc4c3CCN2C(=O)Cc2nonc2C)c(F)c1 (stereo not given)	14.2	27.4	i
CCOC(=O)CSc1nnc(CNC(=O)c2cccs2)n1-c1cccc(C)c1	0.8	15.3	.
O=C(NCCNS(=O)(=O)c1ccc(Cl)cc1)c1cc(OCC(F)(F)F)ccc1OCC(F)(F)F	-2.4	4.7	i
Cc1nc2ccc(NC(=O)c3cnc(Cl)c(Cl)c3)cc2s1	-0.3	41.2	i
Cc1ccc(NC(=O)CN2C(=O)S/C(=C\c3cc(C)n(-c4ccc(C(=O)O)cc4)c3C)C2=O)cc1	-0.2	20.7	i
CC1Cc2cc(S(=O)(=O)CCC(=O)NC3CCCCC3)ccc2N1C(=O)C1CC1 (stereo not given)	-1.8	15.4	i
Cc1ccc(NC(=O)COc2ccc(N(C)S(=O)(=O)c3ccc(F)cc3)cc2)cc1	0.7	21.9	.
CC1(C)CC(CCNC(=O)c2ccc(-n3cnnn3)cc2)CC(C)(C)N1	0.5	5.1	i
Nc1cc(=O)[nH]c(SCC(=O)Nc2nc3ccc([N+](=O)[O-])cc3s2)n1	3.6	19.3	i
COc1ccc(C(=O)NCC(C)(C)N2CCOCC2)cc1S(=O)(=O)N1CCCC1	0.6	0.6	.
CCn1cc(CNC(=O)c2ccc(OC3CCN(Cc4ccccn4)CC3)cc2)cn1	-0.9	4.9	i
CC1CCCCN1C(=O)Cn1cnc2c1c(=O)n(C)c(=O)n2C (stereo not given)	0.4	12.3	i
Cc1ccc(NC(=O)C2CCCN2C(=O)Oc2ccccc2)cc1C (stereo not given)	-0.7	22.5	i
O=C(O)Cn1cc2c(n1)CCCC2	-0.2	21.9	i
CCN(CC)C(=O)/C(=C/c1cccc([N+](=O)[O-])c1)NC(=O)c1ccco1	0.2	27.1	i
COC(=O)c1cn(NC(=O)/C=C/c2cc(OC)ccc2OC)c(=O)c2ccccc12	-1.1	57.7	i
O=C(CC1C(=O)NCCN1Cc1ccc(F)c(F)c1)NCCCn1ccnc1 (stereo not given)	1.0	5.3	i
CCOC(=O)c1cccc(NC(=O)CCc2nnc3ccc(N4CCCCC4)nn23)c1	0.6	16.0	i
CCOc1ccc(C(=O)N2CCN(c3ccccc3)CC2)cc1	-1.1	3.6	i
O=C1CC(N2CCC(c3nc4ccccc4[nH]3)CC2)C(=O)N1c1cccc(F)c1 (stereo not given)	-0.9	9.4	i
O=C(CSc1nnc(COc2ccc(Cl)cc2)o1)N1CCCC1	-0.2	10.0	i
Cc1ccc(C(=O)N2CCN(c3ccc([N+](=O)[O-])cc3)CC2)o1	-0.2	23.1	i
Fc1cccc(C2NN=C(c3ccccc3)S2)c1 (stereo not given)	-0.1	3.1	i
COC(=O)CNC(=O)c1c(-c2ccccc2Cl)noc1C	0.5	0.1	i
Cc1ccc(OCc2ccc(-c3ccccc3)cc2)c([N+](=O)[O-])n1	-1.6	23.7	i
O=C(O)C(c1ccccc1)c1ccccc1	0.3	3.0	i
CCC(C)NC(=O)CCS(=O)(=O)c1ccc(Br)s1 (stereo not given)	0.0	7.5	i
Cc1cccc(C)c1NC(=O)C(Cl)=C(Cl)Cl	0.3	9.8	i
COc1cccc(CNC(=O)c2ccc(C)c(NC3=NC4CS(=O)(=O)CC4S3)c2)c1 (stereo not given)	-1.2	9.2	i
COc1nc(-c2ccncc2)nc2ccccc12	1.9	15.4	i
Cc1[nH]n(C)c(=O)c1C(=O)c1c(-c2ccccc2Cl)noc1C	-0.7	1.9	i
COc1ccc2cc(C#N)c(SCC(=O)NNC(=O)Cc3ccccc3)nc2c1	-1.1	3.1	-6.21*
CCOc1cc(/C=C2\N=C(SCC)SC2=O)cc([N+](=O)[O-])c1OC(C)=O	0.8	61.2	i
O=C(Nc1ccc(CN2CCOCC2)cc1)c1cccc(-c2cc3ccccc3oc2=O)c1	5.9	8.9	i
CCOc1ccc(/C=N/OCC(=O)NCc2ccc3c(c2)OCO3)cc1OC	-0.1	38.0	i
COc1ccc(CCn2c(=N)c(C(=O)NCC3CCCO3)cc3c(=O)n4ccccc4nc32)cc1OC (stereo not given)	0.1	50.2*	i
Cc1cc(C)nc(SCNC(=O)c2ccc(F)cc2)n1	-0.7	26.3	i
Cc1ccc(NC(=O)c2nc[nH]c2C(=O)N[C@@H](C)C(=O)OC(C)(C)C)cc1	0.5	16.4	i
CCN(Cc1nc(-c2ccccc2)no1)C(=O)COc1cccc(OC)c1	-0.7	28.2	i
CCOc1cc(/C=N/NC(=O)c2ccncc2)ccc1OC(=O)c1ccccc1	-1.5	2.2	i
CCc1ccc(/C=N/NC(=O)c2cc(C)on2)s1	-2.2	22.2	i
CN(CC(=O)Nc1ccc(N2CCOCC2)cc1)C(=O)C12CC3CC(CC(C3)C1)C2	-1.3	22.2	i
CCOC(=O)C1=C(COC(=O)c2ccc([N+](=O)[O-])s2)NC(=O)NC1C (stereo not given)	-2.7	36.7*	.

OX1R FRET antag: entries above that show a hit.
SMILES	STK33 inh	OX1R FRET antag	KCNQ2 inh
Cc1nn(-c2ccc([N+](=O)[O-])cc2)c(N)c1-c1ccccc1	-1.6	62.8*	i
COc1ccc(CCn2c(=N)c(C(=O)NCC3CCCO3)cc3c(=O)n4ccccc4nc32)cc1OC (stereo not given)	0.1	50.2*	i
CCOC(=O)C1=C(COC(=O)c2ccc([N+](=O)[O-])s2)NC(=O)NC1C (stereo not given)	-2.7	36.7*	.
